Pf growth 48h – Primary qHTS for delayed death inhibitors of the malarial parasite plastid, 48 hour incubation. P. falciparum luciferase growth in erythrocytes, 48 h. Potency, µM (doses to about 28.7 µM), for the others: top-dose activity change, negative = inhibition, most hits filed as inhibitors. 310,000 compounds, 5.9% hits
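Erythrocytes infected with P. falciparum carrying an integrated firefly luciferase reporter (2% hematocrit, 0.1% parasitemia final) were exposed to compounds in RPMI 1640 with 0.5% Albumax at 37 C, 5% CO2. Growth inhibition was scored as reduced luminescence.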
Pf growth 96h – Primary qHTS for delayed death inhibitors of the malarial parasite plastid, 96 hour incubation | AID 504834, 2011 | P. falciparum luciferase reporter growth, 96 h | 320,000 compounds, 6.9% hits | Potency, µM (highest dose often 28.7 µM), without a hit: at the highest dose activity change, negative = inhibition, actives largely listed as inhibitors
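Readout is luminescence from an integrated firefly luciferase in P. falciparum. Red cells, 2% hematocrit and 0.05% parasitemia final, were cultured with compound through two parasite generations (96 hours) at 37 C, 5% CO2.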
HCV inhibitor – qHTS Assay for Inhibitors of Hepatitis C Virus (HCV) | Potency, µM (series often up to 41.8 µM), for inactives: at the top dose activity change, negative = inhibition, actives largely listed as inhibitors | Huh7.5.1 HCVcc-Cre infection, luciferase reporter, 44 h | AID 651820, 2012 | 340,000 compounds, 3.4% hits
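Whole-lifecycle infectious HCVcc-Cre system; cells 1,000/well, compound then virus (~0.5 moi) added 4 h after plating, 44 h culture. Luciferase read 15 sec following 15 min substrate incubation, room temp.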
Sm TGR inh – qHTS Assay for the Inhibitors of Schistosoma Mansoni Peroxiredoxins | purified TGR, DTNB reduction, TNB absorbance 405 nm | Potency, µM (doses to about 114 µM), for inactives: at the top dose activity change, negative = inhibition, usual class: inhibitors | 360,000 compounds, 3% hits | AID 485364, 2010; further: nearly all actives have a fitted effect of over 60% in size
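TGR 20 nM + NADPH 100 uM (dispensed conc.), cpd preinc 15 min RT; start with NADPH (500 uM addition) then DTNB (15 mM addition). Kinetic TNB absorbance, 405 nm filter. Four-parameter Hill fit across titration.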
TbPYK inhibitor – qHTS of Trypanosoma Brucei Inhibitors; 410,000 compounds, 0.12% hits; TbPYK enzyme, Kinase-Glo Plus ATP luminescence, 45 min; Potency, µM (top dose mostly 76.8 µM), without a hit: at the top dose activity, negative = inhibition, actives largely listed as inhibitors; pyruvate kinase (Trypanosoma brucei), Q57TT1; further: nearly all actives have a fitted effect of over 50% in size
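Activity of T. brucei pyruvate kinase was followed by Kinase-Glo Plus luminescence after the enzyme reacted 45 min at room temperature with 130 uM ADP (final) and substrate. Test compounds were added before ADP at multiple concentrations.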
LmPK inhibitor – qHTS Assay for Inhibitors of Leishmania Mexicana Pyruvate Kinase (LmPK); purified LmPK, Kinase-Glo ATP luminescence, 1 h; Potency, µM (series often up to 57.5 µM), without a hit: at the top dose activity change, negative = inhibition, most hits filed as inhibitors; 290,000 compounds, 0.37% hits; AID 1721, 2009
Target sequence (Q27686 whole entry, looked up): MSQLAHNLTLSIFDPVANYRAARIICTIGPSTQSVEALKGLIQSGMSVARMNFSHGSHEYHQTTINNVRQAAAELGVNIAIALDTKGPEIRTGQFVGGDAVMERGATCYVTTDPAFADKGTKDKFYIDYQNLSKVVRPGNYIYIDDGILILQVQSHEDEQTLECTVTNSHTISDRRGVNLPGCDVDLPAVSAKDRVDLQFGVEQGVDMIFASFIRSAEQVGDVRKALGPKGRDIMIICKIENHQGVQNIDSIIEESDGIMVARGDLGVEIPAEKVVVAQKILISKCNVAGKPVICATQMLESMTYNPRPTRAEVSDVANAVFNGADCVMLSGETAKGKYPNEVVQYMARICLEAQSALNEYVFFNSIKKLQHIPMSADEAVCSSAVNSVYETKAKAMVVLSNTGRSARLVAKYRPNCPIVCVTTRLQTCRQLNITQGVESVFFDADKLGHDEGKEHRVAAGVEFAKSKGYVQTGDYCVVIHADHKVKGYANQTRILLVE
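Pyruvate kinase activity monitored as ATP production (luciferase luminescence). Conditions: 0.1 nM enzyme, 0.5 mM PEP, 0.1 mM ADP, 1 h, RT; normalized against uninhibited and no-enzyme wells.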
Active calls of the source: *; ? = inconclusive; · = not tested or not shown; & = joins results of further samples; [ ] = remark or other dose. The call rests on the fitted dose curve; in most records, active means well fitted curve in the direction sought with a large enough effect; inconclusive means small, poorly fitted or top-dose-only effect, or another doubt; inactive means no such curve, though single readings can be large; an effect the other way counts as inactive or inconclusive. On the % scale 0 is the no-effect control and ±100 the full control effect; potency means the concentration at half of the fitted maximal effect.

#1 COc1cc(OC)cc(-c2cc(N3C(=O)Nc4ccccc4N3O)n[nH]2)c1
#2 COc1cc(C(=S)N2CCOCC2)ccc1OC(=O)c1ccccc1C
#3 CCCn1c(CN2CCN(C(=O)c3ccco3)CC2)nc2cc(S(=O)(=O)N(C)C)ccc21
#4 CCC(C)C(NC(=O)/C(=C\c1ccccc1)NC(=O)c1ccc(OC)cc1)C(=O)O (stereo unspecified)
#5 Fc1ccc(Cn2nnnc2C(c2ccc(F)cc2)N2CC=C(c3ccc(F)cc3)CC2)cc1 (stereo unspecified)
#6 COc1ccc(NC(=O)/C(Cl)=C(/Cl)S(=O)Cc2ccccc2Cl)cn1 (stereo unspecified)
#7 O=C(CSc1nc2ccccc2s1)NNC(=S)Nc1ccccc1
#8 CCOc1ccc(OCCCC(=O)NC2=NCCS2)cc1
#9 COc1ccc(N2CCN(c3ncnc4sc(C(=O)NCC5CCCO5)c(C)c34)CC2)cc1 (stereo unspecified)
#10 Cn1nc(C(C)(C)C)c(NC(=O)c2cccs2)c1C(C)(C)C
assay / entry,1,2,3,4,5,6,7,8,9,10
Pf growth 48h,-18%,45%[activator],10µM*,34%[activator],-25%,?,31%[activator],0%,-31%,2%
Sm TGR inh,2%,11%,28µM*,·,-15%,0.089µM*,-6%,0%,-1%,2%
TbPYK inhibitor,2%,-7%,3%,-2%,-1%,30%,-18%,-5%,-1%,11%
Pf growth 96h,36%[activator],43%[activator],9.3µM*,-16%,13µM*,7.4µM*,12%,·,7%,-5%
LmPK inhibitor,2%,3%,·,0%,2%,-9%,3%,0%,-1%,-6%
HCV inhibitor,22%,-25%,-19%,-7%,15%,2.8µM*,14%,-11%,-7%,11%

#11 Cc1cccc(CCNC(=O)CCS(=O)(=O)c2cc3c(cc2Cl)NC(=O)CO3)c1
#12 CCN1CCN(c2ccc(NC(=O)c3ccc4c(c3)[nH]c(=O)n4Cc3ccc(F)cc3)cc2)CC1
#13 Cc1cc(N/C(=N/S(=O)(=O)c2cc(F)ccc2F)c2ccccc2)n(-c2ccccc2)n1
#14 CC(C)C12CN3CCN(CC(C3)/C1=N\O)C2
#15 CC1CCCCC1NS(=O)(=O)c1ccc(S(=O)(=O)N2CCCC2)cc1 (stereo unspecified)
#16 COC(=O)c1cc(OC)c(OC)cc1NC(=O)Cc1cccs1
#17 O=S(=O)(Nc1cccc(-c2cn3ccsc3n2)c1)c1ccc(F)cc1
#18 Nc1nccnc1C(=O)OCC(=O)c1ccc[nH]1
#19 Nc1nccnc1C(=O)OCC(=O)N1CCN(S(=O)(=O)c2ccc(Cl)cc2)CC1
#20 CCOC(=O)c1c(C)[nH]c(C)c1S(=O)(=O)NCC(=O)Nc1ccccn1
assay / entry,11,12,13,14,15,16,17,18,19,20
Pf growth 48h,1%,7.4µM*,?,-9%,?,?,0%,0%,-8%,16%
Sm TGR inh,-11%&0%,-5%,24%,-2%,2%,-8%,5%,-27%,0%,-19%
TbPYK inhibitor,-3%&4%,-1%,-3%,1%,0%,-3%,-20%,-4%,3%,-8%
Pf growth 96h,-3%,13µM*,12%,·,?,-17%,·,2%,1%,18%
LmPK inhibitor,6%,7%,-4%,2%,6%,2%,6%,·,·,9%
HCV inhibitor,-5%,7.1µM*,2%,3%,2%,-11%,?,8%,-6%,5%

#21 CCN(CC(=O)Nc1c(F)cccc1F)C(=O)COc1ccc2c(C)cc(=O)oc2c1
#22 O=C(NCCc1ccncc1)C12CC3CC(CC(C3)C1)C2
#23 CC1=C(C(=O)NCCN2CCOCC2)C2(CCC(C)CC2)OC1=O (stereo unspecified)
#24 CC1=CC(C)(C)N2C(=O)C3(C(C#N)=C(N)OC4=C3C(=O)CCC4)c3c(C)c(C)cc1c32 (stereo unspecified)
#25 c1ccc(C[n+]2c(-c3ccccc3)csc2Nc2ccccc2)cc1
#26 CCN(CC)C(=S)Oc1ccc(Cl)cc1Cl
#27 CCOCCN(C(=O)c1ccccc1Cl)c1ccccc1
#28 O=C(O)c1ccc(S(=O)(=O)N2CCC3(CC2)CC(=O)c2ccccc2O3)cc1
#29 CC(C)c1ccc(NC(=O)c2cc(S(=O)(=O)NCC3COc4ccccc4O3)ccc2F)cc1 (stereo unspecified)
#30 O=C(NC1CC1)C1CCN(S(=O)(=O)c2ccc(Cl)cc2)CC1
assay / entry,21,22,23,24,25,26,27,28,29,30
Pf growth 48h,-1%,·,3%,-26%,?,24%,-3%,-1%,?,1.7µM*
Sm TGR inh,31%,7%,-2%,?,-1%,13%,1%,-23%,1%,-6%
TbPYK inhibitor,2%,-1%,-1%,2%,0%,-10%,4%,0%,1%,-1%
Pf growth 96h,7%,0%,41%[activator],33%[activator],9.3µM*,13%,17%,8%,2.9µM*,7%
LmPK inhibitor,-2%,-11%,-5%,4%,3%,-4%,-1%,·,5%,0%
HCV inhibitor,6%,25%,10%,4%,?,13%,9%,1%,?,10%

#31 CSc1ccc(/C=C/C(=O)OCC(=O)NC2CCS(=O)(=O)C2)cc1 (stereo unspecified)
#32 Clc1ccccc1OCCCn1ccnc1
#33 Cc1ccc(S(=O)(=O)Nc2cc(-c3ccccc3)nn2C)cc1Cl
#34 O=C(O)/C=C/C(=O)OC1CC2CCC1C2 (stereo unspecified)
#35 CCC1CCCCN1CCCNC(=O)c1cn(CC)c2ccc(S(=O)(=O)N3CCc4ccccc4C3)cc2c1=O (stereo unspecified)
#36 CC(C)C(=O)Nc1nc2cc3c(cc2s1)OCO3
#37 CCOC(=O)CSc1ccc2nnc(CCNS(=O)(=O)c3ccc(C)cc3)n2n1
#38 Cc1ccc(/C=N/Nc2cccc(C(=O)O)c2)s1
#39 Cc1ccc(-n2c(=S)[nH]c3c(oc4ccccc43)c2=O)cc1
#40 CCOC(=O)Cn1nc(C)cc1NC(=O)c1cccnc1
assay / entry,31,32,33,34,35,36,37,38,39,40
Pf growth 48h,-22%,-8%,49%[activator],-2%,26%,107%[activator],22%,338%[activator],33%[activator],-16%
Sm TGR inh,0%,-6%,14%,-1%,2%,1%,4%,-10%,-20%,23%
TbPYK inhibitor,0%,-5%,-7%,-1%,2%,0%,1%,-16%,-16%,-4%
Pf growth 96h,?,?,112%[activator],5%,22%,96%[activator],-20%,·,28%,30%[activator]
LmPK inhibitor,·,-9%,2%,-2%,-11%,-6%,3%,-6%,7%,1%
HCV inhibitor,12%,11%,3%,23%,13µM*,?,20%,13%,0%,-2%

Quoted from the results shown, two compounds:
#39 Cc1ccc(-n2c(=S)[nH]c3c(oc4ccccc43)c2=O)cc1
#40 CCOC(=O)Cn1nc(C)cc1NC(=O)c1cccnc1
assay / entry,39,40
Pf growth 48h,33%[activator],-16%
Sm TGR inh,-20%,23%
TbPYK inhibitor,-16%,-4%
Pf growth 96h,28%,30%[activator]
LmPK inhibitor,7%,1%
HCV inhibitor,0%,-2%

Following part
#41 COC/C=C/C1=CC2=CC(=O)C(C)(OC(=O)c3cnc4ccccc4n3)C(=O)C2=CN1C1CC1 (stereo unspecified)
#42 C/C=N/NC(=O)CCNC(=O)c1ccccc1
#43 COC(=O)CN1C(=O)N/C(=C/c2cc(OC)c(OC)cc2C)C1=O
#44 COc1ccc(Nc2cc(C(=O)NCCCN3CCN(C)CC3)c3ccccc3n2)c(OC)c1
#45 CC(=O)c1c(N2CCOCC2)nc(=S)n(-c2ccc([N+](=O)[O-])cc2)c1C
#46 COCCN1C2=C(C(=O)CC(C)(C)C2)C(c2ccc(OC)c(OC)c2)C2=C1CC(C)(C)CC2=O
#47 COc1cc(-c2ccc3sc(-c4ccsc4)c(C#CCO)c3c2)cc(OC)c1OC
#48 Cc1ccc(Nc2c(F)c(F)c(F)c(F)c2C(=O)O)cc1
#49 COC(=O)[C@H](C)NC(=O)Nc1ccc(OC)cc1OC
#50 COc1ccc(CC(=O)N(C)C2CCCCC2)cc1S(=O)(=O)N1CCOCC1
assay / entry,41,42,43,44,45,46,47,48,49,50
Pf growth 48h,·,4%,9%,?,·,-1%,12µM*,9%,15%,-24%
Sm TGR inh,·,0%,2%,-3%,8%,5%,?,1%,-17%,-8%
TbPYK inhibitor,-9%,-7%,2%,4%,5%,-11%,1%,-13%,2%,-3%
Pf growth 96h,·,6%,?,167%[activator],0%,?,?,56%[activator],58%[activator],-10%
LmPK inhibitor,-6%[11.5 µM],-1%,9%,2%,-4%,3%,·,16%,4%,3%
HCV inhibitor,-2%,10%,5%,-26%,16%,9%,3.2µM*,21%,8%,26%

Among those listed so far, 8 have a Cl atom.
#6 COc1ccc(NC(=O)/C(Cl)=C(/Cl)S(=O)Cc2ccccc2Cl)cn1 (stereo unspecified)
#11 Cc1cccc(CCNC(=O)CCS(=O)(=O)c2cc3c(cc2Cl)NC(=O)CO3)c1
#19 Nc1nccnc1C(=O)OCC(=O)N1CCN(S(=O)(=O)c2ccc(Cl)cc2)CC1
#26 CCN(CC)C(=S)Oc1ccc(Cl)cc1Cl
#27 CCOCCN(C(=O)c1ccccc1Cl)c1ccccc1
#30 O=C(NC1CC1)C1CCN(S(=O)(=O)c2ccc(Cl)cc2)CC1
#32 Clc1ccccc1OCCCn1ccnc1
#33 Cc1ccc(S(=O)(=O)Nc2cc(-c3ccccc3)nn2C)cc1Cl
assay / entry,6,11,19,26,27,30,32,33
Pf growth 48h,?,1%,-8%,24%,-3%,1.7µM*,-8%,49%[activator]
Sm TGR inh,0.089µM*,-11%&0%,0%,13%,1%,-6%,-6%,14%
TbPYK inhibitor,30%,-3%&4%,3%,-10%,4%,-1%,-5%,-7%
Pf growth 96h,7.4µM*,-3%,1%,13%,17%,7%,?,112%[activator]
LmPK inhibitor,-9%,6%,·,-4%,-1%,0%,-9%,2%
HCV inhibitor,2.8µM*,-5%,-6%,13%,9%,10%,11%,3%

(next part)
#51 CCOC(=O)c1cnc(-n2nc(C)cc2C)nc1Nc1cccc(C(=O)O)c1
#52 COc1ccc(-c2nnc(NC(=O)c3ccc(S(=O)(=O)N4CCCc5ccccc54)cc3)o2)cc1
#53 O=C(NC1=NCCS1)c1ccc(Cl)s1
#54 CCOc1ccc(C(=O)NC(=S)Nc2ccc(NC(=O)c3ccco3)cc2)cc1[N+](=O)[O-]
#55 COc1ccc(/C(O)=C2\C(=O)C(=O)N(CCCN(C)C)C2c2ccccc2F)cc1Cl (stereo unspecified)
#56 CCOc1nc(OCC)nc(N2CCC(C)CC2)n1
#57 CN1CCC(OC(=O)c2cc3cc(Br)ccc3oc2=O)CC1
#58 COC(=O)c1ccccc1NC(=O)CN1CCCCC1
assay / entry,51,52,53,54,55,56,57,58
Pf growth 48h,0%,12µM*,153%[activator],18%,·,?,?,-4%
Sm TGR inh,-26%,7%,-5%,-11%,-1%[11.4 µM],0%,1%,·
TbPYK inhibitor,-1%,-6%,2%,-7%,·,-2%,-1%,2%
Pf growth 96h,?,?,-13%,17%,·,·,5%,12%
LmPK inhibitor,-2%,0%,-23%,-3%,16%,2%,-5%,0%
HCV inhibitor,12%,10µM*,-2%,-18%,·,-29%,-25%,-23%

High-throughput results as filed in PubChem BioAssay.
